High-throughput results deposited in PubChem BioAssay by National Center for Advancing Translational Sciences (NCATS).
EPAC2 antagonist = antagonists of human EPAC2; EPAC2 GEF exchange of Rap1B-BODIPY-GDP, fluorescence; Q8WZA2; 360,000 tested, 0.18% active; Potency, µM (top dose mostly 114 µM), without a hit: at the top dose activity, negative = inhibition, hits mostly inhibitors; note: potency is the fitted concentration of half-maximal effect; % is set by controls: 0 for no effect and ±100 for the full control effect; nearly all actives have a fitted effect of over 45% in size; many of its hits are not listed in these tables
Target sequence (Q8WZA2 whole entry, looked up): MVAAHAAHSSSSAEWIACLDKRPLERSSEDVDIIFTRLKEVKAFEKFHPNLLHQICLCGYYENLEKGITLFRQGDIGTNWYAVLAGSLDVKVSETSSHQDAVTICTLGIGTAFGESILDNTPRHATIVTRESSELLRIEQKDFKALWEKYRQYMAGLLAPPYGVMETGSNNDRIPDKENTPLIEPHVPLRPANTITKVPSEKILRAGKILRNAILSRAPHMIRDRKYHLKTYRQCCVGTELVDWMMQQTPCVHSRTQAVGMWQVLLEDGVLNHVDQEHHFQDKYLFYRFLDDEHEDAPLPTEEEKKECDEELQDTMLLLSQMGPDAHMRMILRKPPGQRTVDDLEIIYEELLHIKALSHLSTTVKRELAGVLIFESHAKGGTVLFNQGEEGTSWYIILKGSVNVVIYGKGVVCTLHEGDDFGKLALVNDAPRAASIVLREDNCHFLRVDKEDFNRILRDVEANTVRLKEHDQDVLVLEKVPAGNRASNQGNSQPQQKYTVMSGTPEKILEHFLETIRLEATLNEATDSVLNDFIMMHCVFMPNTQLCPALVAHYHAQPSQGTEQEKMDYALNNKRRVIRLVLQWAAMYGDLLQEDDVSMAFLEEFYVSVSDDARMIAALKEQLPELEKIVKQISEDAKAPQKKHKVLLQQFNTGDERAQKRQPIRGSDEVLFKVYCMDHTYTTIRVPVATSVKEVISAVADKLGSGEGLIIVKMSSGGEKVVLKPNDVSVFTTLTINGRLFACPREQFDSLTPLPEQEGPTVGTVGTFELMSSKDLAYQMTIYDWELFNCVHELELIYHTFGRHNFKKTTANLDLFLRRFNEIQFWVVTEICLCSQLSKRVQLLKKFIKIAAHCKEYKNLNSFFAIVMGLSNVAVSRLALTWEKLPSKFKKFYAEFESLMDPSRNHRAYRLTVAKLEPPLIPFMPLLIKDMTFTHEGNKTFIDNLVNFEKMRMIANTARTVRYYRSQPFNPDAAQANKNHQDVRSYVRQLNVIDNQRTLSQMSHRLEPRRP
Akt phos inh = Akt phosphorylation inhibition | Neuro2A IGF-stimulated pAkt S473 HTRF, 20 min; stronger effect = lower value | activity change, % for hits at 50 µM | 360,000 tested, 0.32% active | AID 651550; in the data active = activity change below about -80%; inconclusive = mostly about -51% to -80%; note: % is set by controls: 0 for no effect and ±100 for the full control effect
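Single-point screen (50 µM final compound) in Neuro2A cells stimulated 20 min with 6 nM IGF at 37 deg C. After lysis, Ser473-phosphorylated Akt read by HTRF (ex 330 nm, em 615/665 nm) as the 665/615 ratio.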
TGFb SMAD3 inh = inhibitors of TGF-b signaling; HepG2 CAGA-GFP TGF-b/SMAD3 reporter, GFP fluorescence, 18 h; TGF-beta stimulated, 500 pg/mL final; AID 588855; Potency, µM (series often up to 46.1 µM), without a hit: at the highest dose activity, negative = inhibition, hits mostly inhibitors; 410,000 tested, 1.2% active; note: potency is the fitted concentration of half-maximal effect; % is set by controls: 0 for no effect and ±100 for the full control effect; nearly all actives have a fitted effect of over 65% in size
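Inhibition of TGF-beta-driven CAGA-GFP reporter expression in HEPG2 cells is measured by cellular GFP fluorescence after 18 h stimulation with 500 pg/mL recombinant TGF-beta in 1% FBS medium at 37 degrees C.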
EPAC2 ag = activates human EPAC2 exchange factor. 360,000 tested, 0.079% active. Q8WZA2. EPAC2 activation, biochemical qHTS; response scale: 100% = 6.5 mM cAMP response. Potency, µM (highest dose often 154 µM), inactives show top-dose activation, usual class: activators; note: potency is the fitted concentration of half-maximal effect; nearly all actives have a fitted effect of over 50% in size
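Compounds were added across a concentration range to EPAC2 (100 nM), RAP1B-BODIPY-GDP (250 nM) and GDP (50 uM). After 5 min at room temperature, fluorescence was recorded at 5-min intervals for 30 min.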
Mm-Cpn inhibitor = blocks the Methanococcus maripaludis chaperonin Mm-Cpn; purified Mm-Cpn ATPase, ADP Transcreener TR-FRET; Potency, µM (doses to about 76.9 µM), without a hit: at the highest dose activity, negative = inhibition, actives largely listed as inhibitors; 330,000 tested, 0.031% active; note: potency is the fitted concentration of half-maximal effect; % is set by controls: 0 for no effect and ±100 for the full control effect; nearly all actives have a fitted effect of over 80% in size
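Compound-treated chaperonin, 25 nM final, turns over 10 uM ATP at 37°C for 30 min following a 10 min preincubation; ADP generated competes with ADP-d2 for Eu-cryptate antibody, lowering FRET.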
Nrf2 block = Nrf2 pathway inhibition; A549 ARE-Fluc reporter, luciferase luminescence, 18-24 h; Potency, µM (titrated, usually from 46 µM), inactives show at the highest dose activity change, negative = inhibition, hits mostly inhibitors; 360,000 tested, 2.1% active; note: potency is the fitted concentration of half-maximal effect; % is set by controls: 0 for no effect and ±100 for the full control effect; nearly all actives have a fitted effect of over 60% in size
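Quantitative HTS in A549 cells stably bearing an antioxidant response element-firefly luciferase construct. Inhibition of Nrf2-driven transcription was scored by luminescence after 18-24 h of compound exposure at 37 °C.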
Nrf2 ARE act = Nrf2 pathway activation. AREc32 ARE-luciferase reporter (MCF7-derived line), luminescence, 24 h. Potency, µM (top dose mostly 46.1 µM), inactives show at the highest dose activation, most hits filed as activators. 410,000 tested, 0.31% active; note: potency is the fitted concentration of half-maximal effect; % of control where 0% means no effect; nearly all actives have a fitted effect of over 65% in size
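ARE-driven firefly luciferase activity in AREc32 cells measured after a 24 hr compound exposure at 37 deg C, using Steady-Glo reagent and a 30 min room-temperature hold.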
CCT chaperon mod = changes cytosolic chaperonin activity; purified chaperonin ATPase assay, HTRF ADP detection, 30 min; activity change, % (concentration not given with the values), hits read low; 360,000 tested, 0.3% active; in the data active = activity change below about -30%; note: % is set by controls: 0 for no effect and ±100 for the full control effect
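Nucleotide hydrolysis assay: TRiC at 20–40 nM final (set by batch activity) with 10 uM ATP, 30 min at 37 °C, in presence of 76 uM compound. Detection by competitive ADP HTRF, 30 min ambient.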
A549 viability = A549 cytotoxicity, counter-screen for Nrf2 inhibitors | AID 504648 | A549 ARE-Fluc cells, CellTiter-Fluor viability, 18-24 h | Potency, µM (highest dose often 46 µM), for the others: top-dose activity change, negative = cytotoxicity, actives largely listed as inhibitors | 390,000 tested, 0.16% active; note: potency is the fitted concentration of half-maximal effect; % is set by controls: 0 for no effect and ±100 for the full control effect
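A549 ARE-Fluc cells in 5% FBS OPTI-MEM, 5000 cells/well, rested 2 h then exposed to compounds in concentration-response for 18-24 h at 37 °C. Viability by CellTiter-Fluor fluorescence (Ex 405/Em 525) after 30 min; luciferase luminescence (BugLite, 15 min, RT) read afterwards.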
* marks the source's active call; other numbers are inactive results; i = inactive; u = inconclusive; x = not tested or not shown; & = joins results of further samples; [ ] = remark or other dose. Unless noted, calls come from the whole dose curve; as a rule, active = well fitted curve in the direction sought with a large enough effect; inconclusive = small, poorly fitted or top-dose-only effect, or another doubt; inactive = no such curve, though single readings can be large; an effect the other way counts as inactive or inconclusive. These rows are one share of the data; rates above refer to the full screens.

#	smiles	CCT chaperon mod	Mm-Cpn inhibitor	TGFb SMAD3 inh	Nrf2 ARE act	EPAC2 ag	Akt phos inh	EPAC2 antagonist	Nrf2 block	A549 viability
1	O=C1C(=Cc2cccc(O)c2O)SC(=S)N1CCCN1CCOCC1	-0.4	x	2.9%	0.4%	4.1%	i	1.1%	x	x
2	COc1ccc(S(=O)(=O)N2CCCCCC2)cc1NC(=O)c1c2c(nc3ccccc13)CCN(Cc1ccccc1)C2	-0.9	-5.0%	u	-0.7%	4.2%	i	-3.2%	-17.9%	-23.8%
3	CN(C(=O)CSc1cccc[n+]1[O-])c1ccccc1	-2.1	-1.1%	1.4%	0.0%	3.7%	i	1.3%	15.0%	1.3%
4	O=C(CCC1CCCCC1)Nc1nccs1	3.2	-1.5%	-5.6%	6.9%	6.2%	i	-4.5%[57.1 µM]	3.4%	22.1%
5	COc1ccc(-c2nc(CS(=O)CC(=O)NCCC3=CCCCC3)c(C)o2)cc1 (configuration not stated)	0.4	0.1%	u	7.5%	-4.1%	i	-10.6%	4.5%	1.5%
6	COC(=O)c1nn(-c2ccc(Cl)cc2)c(=O)cc1Sc1ccccn1	-1.1	-10.1%	0.5%	-0.3%	-6.1%	i	-15.7%	2.1%	13.9%
7	CC(=O)n1cc([C@H]2C=C(C(=O)Nc3ccccc3)O[C@@H](OCc3ccc(CO)cc3)C2)c2ccccc21	1.9	x	u	7.3%	13.7%	i	17.9%	6.5%	-16.2%
8	COc1ccc(-c2cc(C(F)(F)F)n3nc(C(=O)NCC45CC6CC(CC(C6)C4)C5)cc3n2)cc1	x	x	5.7%	-0.5%	x	x	x	14.6µM*	-10.2%
9	O=C(O)c1c[nH]c2ccc([N+](=O)[O-])cc2c1=O	-3.3	x	3.1%	-0.6%	3.6%	i	10.1%	14.5%	-3.9%
10	CC(C)COc1ccc(C(=O)Nc2ccc(S(=O)(=O)Nc3ncccn3)cc2)cc1	x	x	-11.8%	-0.7%	x	x	x	-15.1%	-9.8%
11	N/C(=N\OC(=O)c1ccc2ccccc2c1)c1ccccc1Cl	-2.9	0.5%	2.3%	18.7%	20.2%	i	-24.4%	u	-11.8%
12	Cc1cccc(NC(=O)c2cccc(N3C(=O)C4CCC(C)CC4C3=O)c2)c1C (configuration not stated)	-1.6	1.7%	-18.2%	2.2%	-6.8%	i	-0.6%	11.0%	-0.1%
13	CSc1nnc2c(n1)OC(c1cccn1C)N(C(C)=O)c1ccccc1-2 (configuration not stated)	-0.2	2.4%	-15.6%	0.1%	4.3%	i	9.1%	0.4%	0.0%
14	COc1ccc(C(=O)NCCSCc2cccc(Cl)c2)cc1OC	-2.8	0.1%	-6.7%	0.0%	23.0%	i	-17.4%	-9.6%	8.7%
15	COc1cccc(C(=O)NCCS(=O)(=O)NCCCc2ccccc2)c1	-5.0	2.3%	-1.9%	0.4%	7.3%	i	15.4%	-1.8%	2.2%
16	Cc1cc(NC(=O)COC(=O)/C=C/c2ccc(C)o2)no1	-1.5	1.4%	-3.0%	0.5%	6.5%	i	0.0%	1.5%	-0.1%
17	Cc1ccc(OS(=O)Nc2cccc3nccnc23)cc1 (configuration not stated)	0.1	0.1%	u	0.1%	8.2%	i	19.2%	u	0.2%
18	COc1ccc(-c2nnc(SCC(=O)O)n2Cc2ccccc2)cc1	-1.6	1.3%	19.3%	0.0%	-0.3%	i	-3.6%	2.5%	-5.4%
19	Cc1csc2nc(CNC(=O)C3CCCCC3)cn12	-0.3	-0.6%	-6.7%	3.4%	-1.8%	i	0.5%	0.0%	-2.5%
20	Cc1ccc(NC(=S)NC(=O)c2c(-c3ccccc3Cl)noc2C)cc1	-16.0	0.0%	u	-0.3%	6.3%	i	-1.1%	-2.7%	23.6%
21	Cc1ccc2ccccc2c1C(O)c1ncc(-c2ccc(F)cc2)[nH]1 (configuration not stated)	-1.9	x	-2.7%	-0.3%[9.22 µM]	6.0%	i	-7.6%	x	x
22	CC(C)c1ccc(CN(C(=O)C2COc3ccccc3O2)C2CCS(=O)(=O)C2)cc1 (configuration not stated)	-2.3	1.2%	24.4%	-0.2%	0.1%	i	-21.9%	-4.1%	-1.6%
23	COc1ccc(C(=O)N[C@H](C(=O)Nc2sccc2C(N)=O)C(C)C)cc1	-1.5	-1.3%	-12.0%	0.2%	10.9%	i	-0.1%	7.7%	-4.6%
24	CCCCOc1ccc(S(=O)(=O)Nc2cccnc2)cc1	0.8	-11.0%	-0.4%	-0.2%	1.3%	i	2.3%	u	-5.2%
25	COCCN(C(=O)c1ccc(COc2ccccc2)o1)c1c(N)n(CC(C)C)c(=O)[nH]c1=O	-1.1	2.2%	12.6%	0.5%	1.0%	i	11.0%	11.8%	2.4%
26	CCCCOc1ccccc1C(=O)N(Cc1ccco1)C1CCS(=O)(=O)C1 (configuration not stated)	1.6	0.6%	17.3%	-0.4%	3.6%	i	-4.7%	-10.5%	-7.7%
27	Cc1ccccc1C(=NC(=O)c1ccccc1)c1ccccc1	1.0	1.3%	0.5%	-0.6%	3.9%	i	-2.0%	x	28.4%
28	CC(=O)Nc1ccc2c3c(cccc13)C(=O)N(c1ccccc1)C2=O	-4.2	-1.3%	-0.6%	-0.6%	0.7%	i	15.2%	-13.5%	u
29	Cc1ccc(OCc2nnc(SCC(=O)C(C)(C)C)n2Cc2ccco2)cc1	-1.9	-1.1%	8.6%	4.4%	3.2%	i	-18.1%	x	3.5%
30	Cc1ccc(NS(=O)(=O)c2ccc(OCC(=O)N3CCOCC3)cc2)cc1	0.9	-1.2%	-15.1%	-0.8%	4.7%	i	-1.4%	u	3.5%
31	Nc1ccc(NC(=O)c2ccccc2)c2c1C(=O)c1ccccc1C2=O	-2.8	0.9%	10.2%	2.9%	-2.9%	i	13.7%	2.0%	-10.3%
32	C[C@@H](C(=O)N[C@H](C(=O)O)c1ccccc1)n1nnc2ccccc2c1=O	0.5	-0.2%	4.5%	-0.3%	3.9%	i	6.3%	0.0%	0.0%
33	Cc1ccccc1Cn1c(C)nc2ccc([N+](=O)[O-])cc2c1=O	-0.7	-0.8%	-0.7%	-0.5%[9.22 µM]	-0.2%	i	-9.8%	3.8%	0.3%
34	CCOc1cccc(=O)c2c(C)n(CC3CCCO3)c(C)c12 (configuration not stated)	-3.2	-3.4%	2.2%	9.8%	6.6%	i	-0.6%	-0.8%	x
35	CCn1c(CNC(=O)C23CC4CC(CC(C4)C2)C3)nnc1SC	-5.1	-0.6%	-0.5%	0.0%	-2.4%	i	6.2%	0.7%	-4.2%
36	CC(=O)c1ccc(S(=O)(=O)Nc2ccc(-n3c(C)nc4ccccc4c3=O)cc2)cc1	-2.2	1.0%	11.3%	-0.4%	3.5%	i	-13.7%	0.9%	0.5%
37	COc1ccc(C(=O)NCCc2nnc(SCC(=O)Nc3ccccc3F)n2C)cc1	-3.5	-2.8%	-17.5%	0.6%	11.8%	i	13.8%	u	-1.0%
38	CCN1CCN(CC(O)COc2ccc3c(C)cc(=O)oc3c2)CC1 (configuration not stated)	-3.2	-0.5%	6.5%	0.1%	8.5%	i	8.2%	-0.1%	-2.1%
39	Cc1ccc(C)n1-c1ccc(N2CCOCC2)cc1	-3.8	0.0%	5.3%	2.2%	10.6%	i	4.4%	-15.4%	-9.5%
40	CCOc1ccccc1C(=O)N1CCN(c2ccc(C(F)(F)F)cn2)CC1	0.6	-1.2%	-20.8%	-0.9%	1.2%	i	0.9%	u	1.8%
41	CCc1nc2c(OCc3cc(Cl)cc(Cl)c3)cccn2c1N(C=O)Cc1ccccc1	1.4	x	u	-2.6%	1.2%	i	-20.8%	x	x
42	N#Cc1ccccc1NC(=O)CSc1nnc(-c2ccccc2O)n1-c1ccccc1	1.0	1.4%	-10.9%	0.0%	6.3%	i	-2.2%	u	-21.2%
43	CCn1nc(C)c(C2C(C#N)=C(N)OC3=C2C(=O)CCC3)c1C (configuration not stated)	-1.7	0.4%	-5.9%	0.0%	3.9%	i	10.9%	21.9%	-1.8%
44	CC1CN(CCCCOc2cccc(Oc3ccccc3)c2)CC(C)O1 (configuration not stated)	-7.9	1.8%	0.0%	-0.4%	3.0%	i	1.8%	-26.8%	0.5%
45	O=C(O/N=C1\CCS(=O)(=O)c2sccc21)c1c(F)cccc1F	-3.2	-0.1%	11.7%	-0.4%	6.2%	i	-2.4%	11.7%	0.0%
46	C1=C2C[N+]3(CCCC3)CC2Cc2ccc3ccccc3c21 (configuration not stated)	1.5	0.9%	0.0%	-1.5%	-1.2%	i	-4.4%	2.06µM*	-17.2%
47	O=C(Cn1c(=O)sc2ccccc21)Nc1ccc2c(c1)OCCO2	0.2	-3.1%	3.4%	1.9%	2.6%	i	-6.3%	-14.8%	-1.4%
48	CC(C)(Oc1ccc(Cl)cc1)C(=O)NCC(c1ccco1)N1CCCCC1 (configuration not stated)	-1.0	0.1%	u	0.5%	-1.7%	i	-4.9%	-20.6%	-3.1%
49	Cc1ccc(OCC(=O)NCC(=O)OCc2cc(=O)n3nc(CC(C)C)sc3n2)cc1	x	x	-8.4%	0.4%	x	x	x	u	-2.0%
50	CC(C)NC(=O)c1ccccc1NC(=O)Cc1ccc(Cl)cc1	4.6	-18.4%	0.6%	-0.3%	-21.4%	i	16.4%	u	2.9%
51	CCOC(=O)C1CCN(C(=O)C2CCN(c3nnc(C)c4c(C)n(-c5ccccc5)nc34)CC2)CC1	x	x	-28.4%	0.7%	x	x	x	24.6%	5.6%
52	N#Cc1c(N)nc2c(c1-c1ccc3c(c1)OCO3)CCCCCC2	-0.7	-23.2%	-0.4%	0.4%	1.8%	i	11.2%	x	-0.1%
53	C[C@@H](CN=[N+]=[N-])CN1CC[C@H](O)CCC1=O	-0.3	2.3%	14.1%&0.9%	-0.4%	4.8%	i	6.2%	0.7%	-0.6%
